BoNT F protease: blocks Botulinum neurotoxin F light chain protease; Multiplex microsphere protease cleavage assay, flow cytometry; inhibition, % at 10 µM; 0.22% of 360,000 active; AID 588497; in the data active = inhibition above about 35%, passing the limit was not always enough; inconclusive = no clear call, values can overlap the other calls; also: plate controls were buffer without enzyme for full effect and enzyme alone for no effect
BioA inh: BioA (M. tuberculosis) enzyme inhibition | 0.096% of 360,000 active | purified M. tuberculosis BioA enzyme, plate reader | inhibition, % at 9.99 µM; in the data active = inhibition above about 40%; inconclusive = no clear call, values can overlap the other calls
VHR inh abs: blocks human VHR1 dual specificity phosphatase. P51452. recombinant VHR phosphatase, pNPP absorbance. inhibition, % at 13.3 µM. 0.52% of 290,000 active. AID 1654; in the data active = inhibition above about 50%; also: some compounds called inactive have numbers as strong as hits
Target sequence (P51452 whole entry, looked up): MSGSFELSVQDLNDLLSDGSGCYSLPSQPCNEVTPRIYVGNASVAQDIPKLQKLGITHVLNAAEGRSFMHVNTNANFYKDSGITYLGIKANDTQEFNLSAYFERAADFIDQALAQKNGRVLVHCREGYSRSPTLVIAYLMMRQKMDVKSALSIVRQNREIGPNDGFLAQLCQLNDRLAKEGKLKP
Rv3671c protease: inhibitors of M. tuberculosis serine protease Rv3671c | AID 2606 | P9WHR9 | 0.048% of 320,000 active | inhibition, % at 5.96 µM; in the data active = inhibition above about 38%;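 also: extracellular domain of Rv3671c used as enzyme; 0% = enzyme with DMSO and 100% = no enzyme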
Target sequence (P9WHR9 whole entry, looked up, the tested form may be a part): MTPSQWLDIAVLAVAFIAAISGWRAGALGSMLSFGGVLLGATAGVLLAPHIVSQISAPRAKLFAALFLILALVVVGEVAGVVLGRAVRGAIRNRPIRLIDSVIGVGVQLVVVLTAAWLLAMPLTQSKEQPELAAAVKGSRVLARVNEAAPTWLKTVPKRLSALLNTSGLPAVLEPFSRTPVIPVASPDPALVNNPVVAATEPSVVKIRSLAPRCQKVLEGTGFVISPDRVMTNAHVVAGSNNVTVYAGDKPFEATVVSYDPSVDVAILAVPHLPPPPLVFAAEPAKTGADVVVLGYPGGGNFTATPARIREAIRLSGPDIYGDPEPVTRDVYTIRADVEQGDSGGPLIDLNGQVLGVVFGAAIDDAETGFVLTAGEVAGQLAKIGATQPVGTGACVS
GDH-TPI counter: counter-screen for M. tuberculosis FBA inhibitors: GDH-TPI coupled enzymes. GDH-TPI coupled enzyme counterscreen, NADH absorbance. inhibition, % at 4.8 µM. 1.2% of 360,000 active. AID 588335;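 also: 0% = DMSO wells and 100% = wells lacking the enzyme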
FadD28 FP inh: blocks FadD28 binding to the bisubstrate probe; 0.22% of 360,000 active; inhibition, % at 12.5 µM; AID 588549; fluorescence polarization; in the data active = inhibition above about 8.5%, passing the limit was not always enough; inconclusive = no clear call, values can overlap the other calls
UGM FP inh: blocks M. tuberculosis UGM enzyme; P9WIQ1; purified UGM, fluorescence polarization probe displacement; inhibition, % at 10 µM; 0.06% of 320,000 active; AID 504406; in the data active = inhibition above about 10%, passing the limit was not always enough; inconclusive = no clear call, values can overlap the other calls
FBA Mtb inh: inhibits M. tuberculosis FBA enzyme | P9WQA3 | purified M. tuberculosis FBA, fluorescence read-out | inhibition, % at 1 µM | 2.3% of 360,000 active | AID 588726; in the data active = inhibition above about 27%;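 also: 0% = vehicle and 100% = reference inhibitor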
Target sequence (P9WQA3 whole entry, looked up): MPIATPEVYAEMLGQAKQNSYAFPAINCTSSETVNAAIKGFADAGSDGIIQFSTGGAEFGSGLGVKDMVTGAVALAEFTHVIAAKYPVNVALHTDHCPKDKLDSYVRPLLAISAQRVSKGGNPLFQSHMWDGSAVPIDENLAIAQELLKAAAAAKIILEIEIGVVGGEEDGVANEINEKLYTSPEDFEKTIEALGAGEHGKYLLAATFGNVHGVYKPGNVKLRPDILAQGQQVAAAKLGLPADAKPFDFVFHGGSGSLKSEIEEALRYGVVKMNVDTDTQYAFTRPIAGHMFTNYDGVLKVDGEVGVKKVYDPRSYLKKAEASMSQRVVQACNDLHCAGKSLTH
MazF activator: MazEF (E. coli) toxin RNase activation; activation, % at 20 µM; AID 504720; 0.32% of 350,000 active; FAM/BHQ RNA-DNA oligo cleavage fluorescence, 5 h; in the data active = activation above about 50%
Target sequence (P0AE70 whole entry, looked up): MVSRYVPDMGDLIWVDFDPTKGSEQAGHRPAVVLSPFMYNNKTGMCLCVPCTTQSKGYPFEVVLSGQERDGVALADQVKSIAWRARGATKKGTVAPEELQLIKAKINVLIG
CCHF vOTU inh: blocks the CCHF virus ovarian tumor domain protease; CCHFV vOTU protease, Pep-AMC fluorescence; inhibition, % at 11.5 µM; 0.55% of 370,000 active; also: 0% = vehicle wells with enzyme and 100% = no enzyme wells
The depositor's hits bear a star; ? = inconclusive; · = no result given; & = joins results of further samples. Rule as the data show it, unless noted: active = inhibition above about 30%; inactive = the rest. Outcome played no part in choosing rows; about 4.9% have a hit in one of these screens.

Under each structure – MazF activator	UGM FP inh	CCHF vOTU inh	BioA inh	GDH-TPI counter	FBA Mtb inh	Rv3671c protease	BoNT F protease	FadD28 FP inh	VHR inh abs
1	COc1ccc(-c2csc3nc(-c4ccccc4OC)oc(=O)c23)cc1
  -2.7	-2.9	0.9	0.0	8.2	2.8	-13.8	0.2	-3.8	10.6
2	COc1ccccc1N1N=C(c2ccc([N+](=O)[O-])cc2)CC1c1ccccc1 (stereo not given)
  -5.1	-2.2	7.4	-1.2	5.5	-2.7	-31.1	27.4	-1.3	13.9
3	COc1cccc(-c2ccc3c(c2)O[C@@H](CN(C)Cc2cncnc2)[C@@H](C)CN([C@H](C)CO)S3(=O)=O)c1
  6.0	·	-4.5	1.9&4.3&12.8	5.2	-0.7	·	-0.7	-3.4	·
4	CCN1CCN(C(CNS(=O)(=O)c2ccc(F)cc2)c2cccnc2)CC1 (stereo not given)
  3.0	-0.4	5.2	0.3	1.4	0.0	8.5	16.4	-0.4	49.1
5	Cc1noc(/C=C/NCc2cccnc2)c1S(=O)(=O)N(C)CC(=O)N1CCc2ccccc21
  -0.2	-1.3	4.3	-1.2	27.9	0.6	1.5	-5.0	0.2	25.0
6	COC(=O)c1nnn(-c2nc(N3CCOCC3)nc(N3CCOCC3)n2)c1C
  3.5	1.3	-21.0	·	0.6	-0.3	5.1	-2.1	-0.2	2.8
7	O=C(c1cccs1)N1CCN=C1SCc1cccnc1
  3.0	0.5	-1.3	3.7	5.8	-4.8	1.1	-37.5	-1.0	3.6
8	O=c1[nH]c(=S)ccn1C1OC(CO)C(O)C1O (stereo not given)
  14.8	-1.1	8.3	-0.2	16.7	-1.2	16.6	-3.2	-2.9	·
9	CCCCN(C)CCNC(=O)c1cc2c(-c3cccc(OC)c3)nn(C)c2s1
  14.0	-2.7	6.5	-0.9	20.0	41.5*	-8.1	11.5	-14.7	13.0
10	CN(C)c1ccc(P(=O)(Nc2ccc([N+](=O)[O-])cc2)N2CCOCC2)c(NC(=O)c2cccs2)c1 (stereo not given)
  6.7	1.3	-15.5	·	11.1	-0.2	4.7	-2.5	-5.3	-9.7
11	COC(=O)CNC(=O)Cc1c(F)cccc1Cl
  -3.7	-3.0	-11.3	-1.1	1.7	4.8	-0.3	-8.3	-1.3	-11.0
12	Cc1nnc(SCC(=O)NCCc2ccccc2)s1
  6.9	1.0	5.4	-0.2	16.8	5.1	-4.1	-2.8	-1.4	28.8
13	O=C(CSc1ccccn1)N1CCN(C(=O)CSc2ccccn2)CC1
  4.5	1.6	0.9	·	18.8	0.0	7.5	-4.7	1.3	18.2
14	CC(C)c1onc(C(=O)NCCc2ccccc2)c1[N+](=O)[O-]
  1.6	-2.1	-3.4	·	0.0	1.3	1.4	-1.1	-1.4	-2.0
15	Cc1ccc(Nc2cc(=O)[nH]c(=O)[nH]2)cc1C
  2.9	-1.2	-3.2	-0.2	-2.8	-1.2	3.8	5.1	-0.2	10.3
16	CCOc1ccc(/C=N/N2CCN(Cc3ccccc3)CC2)cc1
  -2.6	-1.6	19.6	-0.1	-0.8	-0.4	0.2	16.2	-1.2	25.2
17	Cc1cc(=O)oc2cc(OCC(=O)OCC(=O)Nc3ccccc3Br)ccc12
  -3.5	0.1	-18.3	·	8.0	12.3	-9.6	-4.4	0.7	1.2
18	O=C(COC(=O)c1ccc(S(=O)(=O)N2CCOCC2)cc1)NC1CCCCCC1
  -1.0	0.9	1.3	-0.5	-1.2	3.2	1.2	-5.7	-0.1	1.5
19	CCN(CC)C(=O)c1[nH]cnc1C(=O)Nc1ccccc1
  8.3	-1.0	7.8	-2.9	2.3	0.6	6.4	2.3	-0.7	·
20	CCOC(=O)c1cnc(-c2ccccc2)nc1Oc1cccc(Cl)c1
  -0.9	1.5	3.7	0.2	1.4	-6.5	-6.0	-15.5	-5.4	14.4
21	COc1cccc(C(C)(O)c2nc(-c3cnc4ccccc4c3)cs2)c1 (stereo not given)
  ·	·	5.6	-0.8	17.7	4.1	·	3.3	-2.6	·
22	O=C(c1cccs1)n1nc(NCc2ccccc2)nc1NCc1ccccc1
  1.7	1.1	-14.7	-1.4	4.5	2.6	0.8	-9.6	-2.5	7.3
23	COc1ccc(OCC(=O)NNc2nc3ccccc3s2)cc1
  7.2	0.6	6.0	0.5	-4.6	-1.0	15.7	?	-4.6	21.3
24	CC1Cc2cc(S(=O)(=O)N3CCC(C(=O)NCc4ccco4)CC3)ccc2N1C(=O)C1CCC1 (stereo not given)
  5.1	0.1	7.4	-0.6	-5.5	1.4	4.5	-0.2	-4.0	-27.1
25	O=C(CNC(=O)c1ccccc1F)Nc1ccc2c(c1)OCO2
  4.1	5.8	-5.9	·	-0.7	1.6	15.6	3.6	-0.4	·
26	COc1ccccc1-c1cncc(NC(C)=O)n1
  ·	·	-8.9	2.8	12.8	2.4	·	-7.4	-2.0	·
27	Cc1ccc(S(=O)(=O)N(CCCc2c(C)nc(N)[nH]c2=O)Cc2ccc([N+](=O)[O-])cc2)cc1
  12.6	·	6.0	·	0.4	-2.6	·	-3.9	-4.4	·
28	CCOC(=O)CSc1nnc(NC(=O)c2cccc([N+](=O)[O-])c2)s1
  -0.8	-1.1	8.2	·	13.3	2.2	-4.5	-2.3	-3.3	32.8
29	O=C(CCSc1ccc(Cl)cc1)Nc1cccnc1
  7.4	0.9	-9.2	·	6.3	2.2	0.8	-0.5	-1.6	9.1
30	CCOc1ccc(Oc2ccccc2NC(=O)CN2C(=O)NC3(CCCC3)C2=O)cc1
  8.4	-0.2	1.9	-0.4	-4.2	-0.8	-7.3	-0.2	-2.6	·

Reformatted as tab-separated lines: 2 of the compounds above.
No.	canonical_smiles	MazF activator	UGM FP inh	CCHF vOTU inh	BioA inh	GDH-TPI counter	FBA Mtb inh	Rv3671c protease	BoNT F protease	FadD28 FP inh	VHR inh abs
13	O=C(CSc1ccccn1)N1CCN(C(=O)CSc2ccccn2)CC1	4.5	1.6	0.9	·	18.8	0.0	7.5	-4.7	1.3	18.2
14	CC(C)c1onc(C(=O)NCCc2ccccc2)c1[N+](=O)[O-]	1.6	-2.1	-3.4	·	0.0	1.3	1.4	-1.1	-1.4	-2.0

(continued)
Under each structure – MazF activator	UGM FP inh	CCHF vOTU inh	BioA inh	GDH-TPI counter	FBA Mtb inh	Rv3671c protease	BoNT F protease	FadD28 FP inh	VHR inh abs
31	Cc1ccc(NS(=O)(=O)c2ccc3c(c2)n(C)c(=O)n3C)c(C)c1
  -5.6	-1.4	-13.4	7.2	-2.9	-3.1	0.1	1.4	-3.1	34.4
32	CN(C)C(=C(C#N)C#N)N1CCN(c2ccc(Cl)c(Cl)c2)CC1
  -0.7	-1.3	-4.9	2.9	-3.8	1.0	-3.2	-1.0	-4.7	1.8
33	Cc1ccc(CNC(=O)c2ccc(CNS(=O)(=O)c3ccc4c(c3)C(C)(C)C(=O)N4C)cc2)o1
  102.1*	2.0	-2.4	0.7	-5.3	1.6	-2.3	4.1	-2.9	-2.3
34	CCOC(=O)c1c(-c2ccccc2)csc1NC(=O)C(C)NCCCN1CCOCC1 (stereo not given)
  -3.3	1.0	1.2	·	2.2	3.0	-2.7	-1.3	-2.7	8.6
35	O=C(C1CCOCC1)N1CCCC(N2CCN(c3cccc(C(F)(F)F)c3)CC2)C1 (stereo not given)
  7.2	4.1	-10.8	-1.1	10.3	0.9	3.5	6.0	1.0	33.9
36	C=CCOc1cccc(C(=O)/C=C2/C(=O)Nc3ccccc32)c1
  10.1	-0.7	3.7	-0.2	3.8	-0.4	2.8	21.4	-2.0	20.7
37	COc1ccc(Cl)cc1NC(=O)NCC1CCN(C(=O)OC(C)(C)C)CC1
  -3.0	1.3	6.8	-3.4	0.4	-0.8	4.1	?	1.1	4.4
38	CCN(CC)c1ccc(C2CC(=O)NC3=C2C(=O)CC(C)(C)C3)cc1 (stereo not given)
  5.9	-1.0	8.3	-0.6	3.1	0.9	2.6	4.8	-2.1	13.8
39	CCOc1ccc(CN2CCN(Cc3cnc(N4CCOCC4)s3)CC2CCO)cc1 (stereo not given)
  -1.1	-1.5	-10.8	0.1	-2.4	-1.1	2.4	0.9	0.8	29.6
40	CCCn1c(=O)[nH]c(=O)c2c1nc(-c1ccccc1)n2CCN1CCOCC1
  3.3	1.5	17.6	1.3	-7.8	1.3	6.9	-3.6	-1.3	0.5
41	CCn1c(CC(=O)Nc2ccc(F)cc2)nnc1SCC(=O)NC1=NCCS1
  -10.4	-2.2	-0.4	-1.3	1.1	0.0	-6.8	-9.0	-0.5	-34.7
42	CCOc1ccccc1NC(=O)CN1C(=O)NC(Cc2c[nH]c3ccccc23)C1=O (stereo not given)
  7.3	1.0	4.4	0.1	12.5	0.2	-11.4	4.9	-1.8	·
43	Cn1cnnc1SCc1nnc(-c2ccccc2Br)o1
  6.8	-2.7	-14.6	-0.2	-4.8	-1.8	7.1	-1.0	-2.3	34.4
44	CC(O)CNc1nc2c(c(=O)n(C)c(=O)n2C)n1CCc1ccccc1 (stereo not given)
  -3.3	-0.3	14.7	-0.4	3.8	1.1	0.5	5.9	-2.9	-5.0
45	O=C(NCc1cccs1)c1ccc2ccccc2n1
  11.9	-0.6	-1.4	-0.3	-8.0	0.0	4.2	-3.1	-1.1	24.5
46	CCCOc1ccc(C(=O)N/N=C/c2c[nH]c3ccc(Br)cc23)cc1
  3.9	-0.1	16.2	-0.7	8.9	3.6	-20.2	-3.3	-2.4	-15.2
47	C=CCN=C(NC#N)SCC(=O)c1cccc(OC)c1
  -4.1	0.4	-3.5	·	13.1	-0.9	-5.5	-8.1	-2.0	7.8
48	C=CCSc1nnc(-c2ccccc2NC(=O)CC)c(=O)[nH]1
  7.0	0.7	4.2	-0.6	8.9	2.4	2.5	-12.9	-3.8	7.2
49	COc1ccc(C(C(=O)NC2CCCC2)N(CCC(C)C)C(=O)CCC(=O)Nc2cc(C)on2)cc1 (stereo not given)
  1.6	0.7	18.2	0.3	-12.6	-4.0	1.8	1.1	-2.8	-31.7
50	Cc1n[nH]c(C)c1CNCc1c(C(=O)N2CCCCCCC2)nc2ccc(Cl)cn12
  2.6	1.1	-4.8	-2.2	0.7	3.1	8.2	-7.5	-2.1	23.3
51	O=C(O)C1C2C=CC(O2)C1C(=O)Nc1ccccc1C(F)(F)F (stereo not given)
  7.5	3.1	8.8	-2.0	-6.9	0.2	-3.9	-8.2	-0.3	17.5
52	Cc1ccc(NC(=O)c2cc([N+](=O)[O-])ccc2N2CCOCC2)cc1S(=O)(=O)N1CCOCC1
  -3.8	1.9	5.2	0.6	21.6	-2.6	-2.9	1.9	·	-4.4
53	CC1(C)SC(=S)N(NC(=O)Nc2ccccc2)C1N(O)C(=O)Nc1cccc2ccccc12 (stereo not given)
  2.3	-1.6	-0.3	·	4.5	2.2	-32.8	-3.6	-7.7	4.3
54	CCC(=O)N1CCc2cc(S(=O)(=O)NCCC(=O)N3CCN(c4ccccc4)CC3)ccc21
  -20.2	-1.2	-1.1	-1.1	-2.3	6.1	-10.0	-1.9	2.0	42.6
55	Cc1ccc(S(=O)(=O)N2CCCCC2)cc1NC(=O)CCNC(=O)c1ccccc1Cl
  0.6	·	22.6	1.3	1.8	-2.3	·	-0.3	-2.6	·
56	COc1cc([N+](=O)[O-])ccc1NC(=O)CSc1nnc(C)c(C)n1
  -0.3	2.0	9.5	5.7	5.7	2.1	-0.3	-1.0	0.3	7.3
57	COc1cc(CNn2nnnc2N)cc(Br)c1OCC(=O)NC(C)(C)C
  4.3	1.7	1.1	-2.4	3.6	1.3	-5.0	-7.5	-1.1	32.1
58	CCN(C(=O)COC(=O)CN(C)S(=O)(=O)c1ccc(NC(C)=O)cc1)C1CCS(=O)(=O)C1 (stereo not given)
  -0.3	0.6	-6.8	-0.6	3.1	-2.6	5.2	2.7	-0.2	32.2
59	OCc1cccc(Nc2ncnc3sc4c(c23)CCCCC4)c1
  10.2	0.5	8.2	·	2.2	2.1	-7.3	18.2	·	6.7
60	O=C(COC(=O)c1ccc(Br)cc1)NCCC1=CCCCC1
  -19.4	-0.4	8.7	-1.1	11.8	3.5	8.6	-1.3	-1.7	24.7
